CHRM1 PAM – human M1 muscarinic receptor positive allosteric modulators, primary screen, CHO-K1 cells, Fluo-8 calcium fluorescence, 1536-well; Muscarinic acetylcholine receptor M1 (Homo sapiens), P11229; CHO-K1 hM1, ACh EC20; 0% = ACh EC20, 100% = maximal ACh; activation, % at 3 µM; hit rate 0.088% among 360,000; AID 588819, 2011; in the data active = activation above about 19%, passing the limit was not always enough
Target sequence (P11229 whole entry, looked up): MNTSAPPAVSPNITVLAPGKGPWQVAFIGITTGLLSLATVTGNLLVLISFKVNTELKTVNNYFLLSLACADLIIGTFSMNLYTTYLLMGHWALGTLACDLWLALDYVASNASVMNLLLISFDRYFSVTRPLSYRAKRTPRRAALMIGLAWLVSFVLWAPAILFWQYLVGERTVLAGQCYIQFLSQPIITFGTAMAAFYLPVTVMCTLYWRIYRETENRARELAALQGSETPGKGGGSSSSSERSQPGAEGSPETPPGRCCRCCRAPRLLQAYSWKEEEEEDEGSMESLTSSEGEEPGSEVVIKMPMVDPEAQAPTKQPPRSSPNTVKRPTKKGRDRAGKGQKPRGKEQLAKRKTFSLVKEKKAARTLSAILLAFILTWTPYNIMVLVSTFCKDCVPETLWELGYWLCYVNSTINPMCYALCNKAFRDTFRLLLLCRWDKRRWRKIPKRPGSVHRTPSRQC
CHO-K1 Ca antag – M1 antagonist counterscreen hit in parental CHO-K1 cells. AID 602250. hit rate 0.6% among 360,000. ATP-induced calcium, Fluo-8 fluorescence. inhibition, % at 3 µM;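 active = inhibition above a per-plate cutoff, the plate's mean sample inhibition plus 3 SD, cut at about 24% in these data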;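 also: 0% = DMSO plus EC80 ATP and 100% = DMSO alone without ATP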
M1 ag – human M1 muscarinic receptor agonists, primary screen, Fluo-8 calcium fluorescence, CHO-K1 cells, HTS; activation, % at 3 µM; AID 588814, 2011; hit rate 0.33% among 360,000; CHO-K1 hM1, agonist mode; 0% DMSO, 100% acetylcholine EC100; Muscarinic acetylcholine receptor M1 (Homo sapiens), P11229;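 active = activation above the run's mean compound activation plus 3 SD, cut at about 16% in these data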;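 also: peak over basal fluorescence ratio within a 140 s kinetic read after compound addition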
CHO-K1 Ca ag – counter-screen for M1 agonists: effect in parental CHO-K1 cells; Fluo-8 calcium fluorescence; scaled to maximal ATP response, vehicle zero; activation, % at 3 µM; hit rate 0.48% among 360,000; AID 602248, 2012; in the data active = activation above about 15%;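 also: untransfected CHO-K1 host cells lacking M1 receptor as counterscreen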
CHO parental Ca – ATP-evoked calcium signal inhibitors, parental CHO, primary screen, counter-screen for OX1R antagonist project, cell-based, fluorescence, Fluo-8 calcium dye; inhibition, % at 5.6 µM; parental CHO-K1, ATP-induced calcium, Fluo-8 fluorescence; hit rate 0.63% among 330,000; AID 463079, 2010;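 active = inhibition above that plate's mean sample inhibition plus 3 SD, cut at about 26% in these data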;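 also: 0% = ATP-challenged DMSO wells and 100% = DMSO wells without ATP; some compounds past the cut are filed as inactive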
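Test system: untransfected parental CHO cell line; also added: ATP stimulus; dosing: 5.6 µM, single dose; signal: calcium-sensitive Fluo-8 fluorescence; measure: percent inhibition of ATP-evoked calcium rise, normalized to controls; benchmarks: low control ATP plus DMSO, high control DMSO only; replication: one well per compound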
TAAR1 antagonist – human TAAR1 antagonists, primary screen, Fluo-8 calcium fluorescence, CHO RD-HGA16 cells | inhibition, % at 3 µM | AID 624466, 2012 | Trace amine-associated receptor 1 (Homo sapiens), Q96RJ0 | antagonist | hit rate 1.5% among 360,000;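 active = inhibition above a per-plate cutoff, the mean inhibition of test compounds on that plate plus 3 SD, cut at about 49% in these data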;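 also: 0% = DMSO plus EC80 beta-PEA response and 100% = DMSO alone without agonist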
Target sequence (Q96RJ0 whole entry, looked up): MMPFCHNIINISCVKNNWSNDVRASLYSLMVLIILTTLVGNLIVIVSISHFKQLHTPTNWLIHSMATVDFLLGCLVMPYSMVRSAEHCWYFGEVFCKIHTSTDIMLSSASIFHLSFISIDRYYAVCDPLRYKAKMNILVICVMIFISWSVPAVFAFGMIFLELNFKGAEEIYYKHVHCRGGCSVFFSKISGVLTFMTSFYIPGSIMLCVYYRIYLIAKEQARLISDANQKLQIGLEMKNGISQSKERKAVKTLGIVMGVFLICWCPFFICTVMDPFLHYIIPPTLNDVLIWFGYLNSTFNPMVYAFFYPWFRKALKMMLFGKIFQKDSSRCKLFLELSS
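Material: RD-HGA16 CHO cells with stable hTAAR1 and Gα16; Dosing: single nominal final test compound concentration of 3 µM; Schedule: seeding 17-24 h prior, 75-min 37 °C, 30-min RT dye loading; Detection: kinetic Fluo-8 calcium fluorescence measurement; Measure: % inhibition from peak post-agonist over basal fluorescence ratio; Benchmarks: vehicle and agonist controls.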
TAAR1 ag – human TAAR1 agonists, primary screen, Fluo-8 calcium fluorescence, CHO RD-HGA16 cells; vehicle wells 0%, saturating PEA agonist 100%; activation, % at 3 µM; hit rate 0.99% among 360,000;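 active = activation above the mean activation of all test compounds in the run plus 3 SD, cut at about 38% in these data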
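Test system: RD-HGA16 (CHO) cells co-expressing Gα16 and hTAAR1 | Doses: Single dose, 3 µM | Schedule: 17-24 h seeding, 75 min 37 °C dye, 30 min RT | Evaluation: % activation from peak over basal fluorescence ratio, DMSO-to-PEA scaled | Technique: Kinetic Fluo-8 calcium fluorescence | Benchmarks: Low control DMSO, high control PEA (EC100)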
CHRM1 antagonist – human M1 muscarinic receptor antagonists, primary screen, CHO-K1 cells, Fluo-8 calcium fluorescence, 1536-well | inhibition, % at 3 µM | hit rate 1.3% among 360,000 | CHO-K1 hM1, ACh EC80 antagonist | AID 588852, 2011;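 active = percent inhibition above its own plate's cutoff, namely the mean of that plate's compound wells plus 3 SD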;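 also: peak over basal fluorescence ratio during 140 s after agonist addition; 0% = ACh EC80 plus DMSO and 100% = DMSO alone without agonist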
M1 PAM parental – nonselective calcium activators in parental CHO-K1 cells, primary screen, counter-screen for M1 PAM project, cell-based, Fluo-8 calcium fluorescence, full deck, 1536-well | ATP EC20; 0% at ATP EC20, 100% at ATP max | activation, % at 3 µM | hit rate 0.02% among 360,000 | AID 602247, 2012;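 active = activation above the run cutoff, the mean activation of all test compounds plus 3 SD, cut at about 40% in these data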;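 also: peak over basal fluorescence ratio in a 140 s read after ATP addition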
* hit, by the source's call; nt = no result given.

SMILES	CHRM1 PAM	CHO-K1 Ca antag	M1 ag	CHO-K1 Ca ag	CHO parental Ca	TAAR1 antagonist	TAAR1 ag	CHRM1 antagonist	M1 PAM parental
Cc1ccccc1C(=O)OCC(=O)N(C)c1ccccc1	4.1	11.2	-6.1	3.8	-25.3	2.8	-1.4	-3.6	3.1
CC(C)(C)NC(=O)c1cccc(NC(=O)c2ccc(NC(=O)c3ccco3)cc2)c1	-12.9	-1.2	-4.1	5.8	-2.4	40.8	15.6	16.7	7.0
COc1cc([N+](=O)[O-])ccc1NC(=S)Nc1cc(C(=O)OC(C)C)cc(C(=O)OC(C)C)c1	0.6	1.7	-4.8	0.8	2.5	16.4	3.0	-5.2	-1.1
CCOC(=O)N/N=C/c1c[nH]c2ccccc12	4.9	-15.2	-2.0	3.5	3.7	10.7	6.2	-0.8	25.8
OC(c1ccc(F)cc1)(C1CCCCC1)C(CN1CCOCC1)c1ccccc1 (stereo not given)	-7.3	8.9	-4.7	-0.1	-33.4	-24.3	27.9	7.0	-11.0
CCC1CCCCN1C(=O)COc1ccc2c(c1)OCO2 (stereo not given)	21.6	0.0	9.8	-0.6	-14.8	-16.9	2.3	-2.6	5.0
O=C(CN1C(=O)COc2ccccc21)N1CCCc2ccccc21	-2.1	-4.5	-3.2	0.4	-14.6	nt	nt	1.5	-7.5
COc1ccccc1OCC(=O)NCCNC(=O)COc1ccccc1OC	3.6	5.1	-3.8	0.3	-5.1	15.6	-0.7	-19.9	-12.9
COc1ccc(N2CCN(S(=O)(=O)c3c[nH]c(=O)[nH]c3=O)CC2)cc1	3.5	1.9	-1.3	1.5	9.3	-15.4	0.3	-11.8	-6.5
COc1ccc(C)cc1N(C(=O)COc1ccccc1)c1nc2ccccc2s1	-7.5	-3.5	-2.1	0.0	-6.8	-8.0	-0.1	13.3	-2.1
CCCc1nc2nc(C)c(NS(=O)(=O)c3ccc(C)c(C)c3)c(=O)n2[nH]1	2.9	-8.1	-3.6	0.1	nt	-9.8	4.8	-11.7	4.5
CN1CCN(C(=O)Nc2ccccc2CC[N+](=O)[O-])CC1	7.0	7.6	-9.9	-0.4	-10.3	5.9	7.7	-8.2	15.8
COc1cccc(CNC(=O)CCS(=O)(=O)c2cccc3nonc23)c1	7.1	6.8	-3.1	-0.2	-16.4	-13.9	11.0	-9.7	11.6
CC(=O)c1ccc(OC(=O)c2cccs2)cc1	-3.1	10.8	-6.4	0.2	-2.9	-1.6	-0.3	7.0	-13.2
COc1ccccc1NCC(=O)NN=C1CCS(=O)(=O)c2ccc(F)cc21	5.8	-9.2	0.1	1.9	-10.7	-12.3	1.8	-3.0	21.4
COc1ccc(N=N/C(=C\O)C(=O)c2cccs2)cc1	4.2	-4.7	-13.6	1.5	-21.4	10.7	1.2	1.6	16.8
COc1cccc(C(C)(O)c2nc(-c3ccc(OC)nc3)cs2)c1 (stereo not given)	-2.5	1.3	-2.5	1.8	nt	7.0	1.6	-3.1	-11.3
Cc1onc(-c2ccccc2)c1C(=O)N(Cc1ccccn1)Cc1ccccn1	16.6	7.5	-0.9	1.0	-31.6	-40.2	2.2	-7.0	-12.2
CN1CCC(C(=O)C(=O)O)C1=O (stereo not given)	10.8	-3.6	1.6	-0.1	nt	-17.1	2.9	-12.6	-17.2
COc1cccc(CNC(=O)CCC2CCCN(C(=O)c3cscn3)C2)c1 (stereo not given)	1.0	4.2	-3.6	0.1	-10.2	-7.8	0.3	-3.4	-19.7
CCc1nn2c(N(C)CCO)cc(C)nc2c1-c1ccc(F)cc1	1.1	-16.9	-6.3	0.9	-17.3	-36.7	3.9	-5.8	5.7
CN1C(=O)C(O)(CC(=O)/C=C/c2ccco2)c2cc(Br)ccc21 (stereo not given)	4.2	-3.4	-1.7	0.5	-9.9	-0.8	9.4	-4.0	-11.5
C#CCNC(=O)C1=C[C@@H](c2csc3ccccc23)C[C@@H](OCc2ccc(CO)cc2)O1	-0.7	-3.2	-0.3	3.6	-7.3	53.7*	20.0	1.9	6.1
Cc1ccnc2nc(C(=O)OCCOc3cccc(Br)c3)nn12	22.9*	25.5*	3.3	-0.1	-8.9	13.6	8.3	-20.5	-5.0
Cn1cnnc1SCC(=O)NC1CC1	4.1	-2.4	5.5	1.7	0.0	3.3	6.1	-3.6	10.7

8 of the compounds above, as a markdown table:
| Structure | CHRM1 PAM | CHO-K1 Ca antag | M1 ag | CHO-K1 Ca ag | CHO parental Ca | TAAR1 antagonist | TAAR1 ag | CHRM1 antagonist | M1 PAM parental |
| --- | --- | --- | --- | --- | --- | --- | --- | --- | --- |
| Cc1onc(-c2ccccc2)c1C(=O)N(Cc1ccccn1)Cc1ccccn1 | 16.6 | 7.5 | -0.9 | 1.0 | -31.6 | -40.2 | 2.2 | -7.0 | -12.2 |
| CN1CCC(C(=O)C(=O)O)C1=O (stereo not given) | 10.8 | -3.6 | 1.6 | -0.1 | nt | -17.1 | 2.9 | -12.6 | -17.2 |
| COc1cccc(CNC(=O)CCC2CCCN(C(=O)c3cscn3)C2)c1 (stereo not given) | 1.0 | 4.2 | -3.6 | 0.1 | -10.2 | -7.8 | 0.3 | -3.4 | -19.7 |
| CCc1nn2c(N(C)CCO)cc(C)nc2c1-c1ccc(F)cc1 | 1.1 | -16.9 | -6.3 | 0.9 | -17.3 | -36.7 | 3.9 | -5.8 | 5.7 |
| CN1C(=O)C(O)(CC(=O)/C=C/c2ccco2)c2cc(Br)ccc21 (stereo not given) | 4.2 | -3.4 | -1.7 | 0.5 | -9.9 | -0.8 | 9.4 | -4.0 | -11.5 |
| C#CCNC(=O)C1=C[C@@H](c2csc3ccccc23)C[C@@H](OCc2ccc(CO)cc2)O1 | -0.7 | -3.2 | -0.3 | 3.6 | -7.3 | 53.7* | 20.0 | 1.9 | 6.1 |
| Cc1ccnc2nc(C(=O)OCCOc3cccc(Br)c3)nn12 | 22.9* | 25.5* | 3.3 | -0.1 | -8.9 | 13.6 | 8.3 | -20.5 | -5.0 |
| Cn1cnnc1SCC(=O)NC1CC1 | 4.1 | -2.4 | 5.5 | 1.7 | 0.0 | 3.3 | 6.1 | -3.6 | 10.7 |

(listing goes on)
SMILES	CHRM1 PAM	CHO-K1 Ca antag	M1 ag	CHO-K1 Ca ag	CHO parental Ca	TAAR1 antagonist	TAAR1 ag	CHRM1 antagonist	M1 PAM parental
O=C(c1noc2c1CCCCC2)N1CCOCC1	1.8	-5.0	-6.4	0.1	-6.7	nt	nt	1.0	6.3
CCCCn1c(SCC(=O)N2CCOCC2)nc2ccccc2c1=O	11.3	-19.5	0.3	-0.6	-14.6	-5.3	-1.7	-15.5	-8.9
COc1ccccc1C(=O)Nn1cnc2ccccc2c1=O	6.3	-24.3	-4.5	0.8	-1.9	10.2	-1.8	-12.2	7.0
CC(C)NC(=O)COc1ccc(OCc2ccccc2)cc1	1.5	-12.5	-2.2	6.5	2.3	17.9	6.5	-0.4	10.8
Cc1ccc2nc(Cl)c(C3CC(c4ccco4)=NN3C(=O)CCCC(=O)O)cc2c1 (stereo not given)	2.4	-9.7	-3.8	0.1	16.7	14.9	0.8	0.4	7.9
CCc1ccc(S(=O)(=O)NCc2csc(C)n2)cc1	10.3	0.8	-0.9	0.6	nt	6.1	0.1	-3.6	5.9
C/C(=N\NC(=O)c1cccnc1)c1ccc(OC2OCCOC2Oc2ccc(/C(C)=N/NC(=O)c3cccnc3)cc2)cc1 (stereo not given)	5.9	7.7	-6.7	-0.2	-4.6	-10.7	10.6	-1.9	-13.7
O=C(CCNC(=O)OCc1ccccc1)NC1CCCCCC1	3.2	-4.0	-3.3	2.5	-16.4	0.2	11.5	-0.2	14.7
COC(=O)c1ccc(OC)c(OC)c1Cl	-0.9	-4.4	-4.4	3.2	-4.0	-26.7	1.6	3.3	11.3
Nc1nc(SCC(=O)c2cccc([N+](=O)[O-])c2)n[nH]1	1.1	-4.7	-4.3	0.7	-3.3	0.5	4.2	-0.3	23.5
CCCn1c(C2CCCN2c2nc(-c3ccc(OC)cc3)cs2)nc2ccccc21 (stereo not given)	-4.1	-10.8	-10.0	-0.4	-41.2	nt	nt	8.5	-1.9
COc1ccc(CN(C(=O)COc2ccccc2)c2ccccc2C(=O)O)cc1	12.2	-13.1	-1.8	-0.1	-4.5	-28.9	3.0	-15.0	3.1
COc1cnc(N(C)C)nc1Sc1cccc(Cl)c1	3.1	-11.9	-2.8	0.7	-25.6	16.1	9.5	-23.9	20.2
CCCCSc1oc(-c2ccco2)nc1S(=O)(=O)c1ccccc1	-3.5	-12.2	-7.9	-0.6	3.1	-15.0	0.4	1.2	0.0
Cc1ccc(C)c(N2CCN(S(=O)(=O)c3ccc4c(c3)OCCO4)CC2)c1	6.5	-6.3	-3.6	0.6	-10.7	-7.5	12.2	-3.9	-4.9
COc1ccc(CCNC(=O)c2cc3cccc(OC)c3oc2=O)cc1OC	12.1	-3.0	-3.3	2.2	-9.6	19.1	2.9	-12.8	25.4
COc1ccc(-n2cnnc2SCC(=O)Nc2ccc(N3CCOCC3)cc2)cc1	-2.3	3.6	-3.3	0.5	-12.9	-4.0	-2.6	11.5	-6.7
Cc1ccc(-c2csc(NC(=O)CCCc3cccs3)n2)cc1	5.1	-18.0	-4.8	0.1	-13.8	-20.6	2.7	-9.4	25.1
O=C(Cn1nnc(-c2ccccc2NC(=O)c2ccccc2)n1)Nc1ccc2c(c1)OCCO2	0.8	-7.8	-1.0	0.7	-13.2	-7.3	7.9	1.0	12.7
CCOC(=O)COc1nc(-c2ccc(C)cc2)cc(-c2ccco2)c1C#N	10.6	-17.7	-2.4	0.8	-13.4	-32.7	-1.1	-14.2	24.2
O=C(c1ccco1)c1n[nH]nc1-c1ccccc1	2.3	5.1	-1.5	-0.2	5.2	-7.5	7.3	-5.1	7.9
CN1CCN(C(=O)C2(NC(=O)Nc3ccccc3Cl)CCCCC2)CC1	13.9	-0.1	-4.4	0.7	1.5	-3.3	0.3	-15.3	10.6
CN1CCC(=O)N([C@H](CO)Cc2ccccc2)CC1	-5.0	5.0	-2.3	0.1	1.6	5.3	7.0	6.6	0.0

High-throughput results from PubChem BioAssay.
